# Compound activity from PubChem BioAssay.
# GLD-1 TGE inh: GLD-1-TGE RNA interaction inhibition (C. elegans). 320,000 compounds, 0.44% hits. purified GLD-1 + fluorescein TGE RNA, fluorescence polarization. inhibition, % at 5.96 µM. Q17339;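 active = percent inhibition above a per-plate cutoff, the plate mean of test compounds plus 3 SD, cut at about 30% in these data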;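 also: 0% = DMSO wells with GLD-1 and probe and 100% = wells lacking GLD-1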
# Target sequence (Q17339 whole entry, looked up): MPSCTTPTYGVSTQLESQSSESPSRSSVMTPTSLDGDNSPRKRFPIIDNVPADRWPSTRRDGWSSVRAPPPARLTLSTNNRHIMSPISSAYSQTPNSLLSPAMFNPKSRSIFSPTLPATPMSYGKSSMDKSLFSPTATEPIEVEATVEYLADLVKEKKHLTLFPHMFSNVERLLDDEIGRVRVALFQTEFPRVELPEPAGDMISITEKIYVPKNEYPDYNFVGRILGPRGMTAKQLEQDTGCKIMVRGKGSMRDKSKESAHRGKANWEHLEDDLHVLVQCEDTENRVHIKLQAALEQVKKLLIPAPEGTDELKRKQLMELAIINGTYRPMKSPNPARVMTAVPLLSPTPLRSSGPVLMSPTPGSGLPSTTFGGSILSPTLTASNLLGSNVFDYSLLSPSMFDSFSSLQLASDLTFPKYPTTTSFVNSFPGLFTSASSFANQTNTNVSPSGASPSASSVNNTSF
# PAD4 FP inh: blocks human protein arginine deiminase 4; Q9UM07; recombinant PAD4, RCA probe fluorescence polarization; inhibition, % at 6.36 µM; 330,000 compounds, 0.41% hits;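 active = percent inhibition above a cutoff equal to the mean of all tested compounds plus 3 SD, cut at about 15% in these data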;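 also: 0% = PAD4 with RCA probe and DMSO and 100% = probe without PAD4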
# Fam108B inh: Fam108B inhibition, counter-screen for RBBP9 inhibitors. inhibition, % at 9.51 µM. recombinant Fam108B, FP-Rh probe fluorescence polarization. 300,000 compounds, 0.33% hits. AID 1947;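 active = inhibition above the screen mean inhibition plus 3 SD, computed separately per campaign, cut at about 18% in these data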;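 also: inhibitors lower polarization as less probe binds the enzyme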
# MCL1-BIM inh: disrupts human MCL1 binding to BIM-BH3 peptide. GST-MCL1 / FITC-Bim-BH3 fluorescence polarization. inhibition, % at 10.9 µM. 320,000 compounds, 0.68% hits;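 active = inhibition above the mean inhibition of all tested compounds plus 3 SD, set per campaign, cut at about 40% in these data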;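 also: 0% = DMSO wells and 100% = unlabeled Bim-BH3 peptide control; higher means more loss of mP so more displacement of Bim peptide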
# PME-1 primary: blocks human protein phosphatase methylesterase 1; Q9Y570; recombinant PME-1, FP-Rh probe fluorescence polarization; inhibition, % at 5.9 µM; 320,000 compounds, 0.53% hits;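 active = inhibition above the campaign mean of all compounds plus 3 SD, cut at about 26% in these data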;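 also: competitive labeling of PME-1 active site by serine hydrolase directed probe; 0% = PME-1 with DMSO and 100% = wells lacking PME-1 enzyme; inhibitors block probe labeling so polarization falls and inhibition rises; many of its hits are not listed in these tables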
# TPT1 inhibitor: blocks Candida albicans tRNA 2'-phosphotransferase | recombinant caTPT1, FP RNA substrate dephosphorylation | inhibition, % at 5 µM | 300,000 compounds, 0.81% hits;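 active = inhibition above the mean of all tested compounds plus 3 SD, set per screening campaign, cut at about 24% in these data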;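 also: plate controls were DMSO alone for no effect and ferristatin control at 100 nM for full effect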
# BCLXL inh: blocks human Bcl-xL binding to Bim BH3 peptide | GST-Bcl-xL / FITC-Bim BH3 peptide fluorescence polarization | Q07817 | 320,000 compounds, 0.7% hits | AID 2129 | inhibition, % at 10.9 µM;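 active = inhibition above the mean of all tested compounds plus 3 SD, cutoff set per campaign, cut at about 30% in these data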;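 also: 0% = DMSO wells and 100% = unlabeled Bim-BH3 peptide competitor; inhibitors lower millipolarization by displacing the labeled peptide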
# Target sequence (Q07817 whole entry, looked up): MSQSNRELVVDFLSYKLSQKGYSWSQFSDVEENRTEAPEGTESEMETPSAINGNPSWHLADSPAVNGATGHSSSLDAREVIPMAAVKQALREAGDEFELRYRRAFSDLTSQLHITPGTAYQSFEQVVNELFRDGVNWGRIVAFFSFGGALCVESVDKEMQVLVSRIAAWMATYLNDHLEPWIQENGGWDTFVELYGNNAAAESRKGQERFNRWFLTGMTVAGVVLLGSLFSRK
# GSTO1 counter: GSTO1 inhibition, counter-screen for RBBP9 inhibitors; P78417; recombinant GSTO1, activity-based probe fluorescence polarization; inhibition, % at 5.96 µM; 300,000 compounds, 1.1% hits; AID 1974;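 active = inhibition above the campaign mean inhibition plus 3 SD, cut at about 35% in these data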;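 also: 0% = GSTO1-1 with DMSO and 100% = wells lacking GSTO1-1 enzyme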
# Target sequence (P78417 whole entry, looked up): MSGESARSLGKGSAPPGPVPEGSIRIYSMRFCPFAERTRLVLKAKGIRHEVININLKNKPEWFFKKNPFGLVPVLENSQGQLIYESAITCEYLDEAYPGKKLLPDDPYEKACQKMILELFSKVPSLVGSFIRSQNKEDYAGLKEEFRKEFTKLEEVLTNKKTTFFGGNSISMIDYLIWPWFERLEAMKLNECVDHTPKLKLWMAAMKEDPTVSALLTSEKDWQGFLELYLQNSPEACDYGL
# MEX-5 binding: C. elegans MEX-5 TCR-2 RNA binding activity; activity score (negative = inhibition of binding), % at 10 µM; 300,000 compounds, 0.38% hits; Q9XUB2; MEX-5/FITC-TCR2 RNA binding, fluorescence polarization; stronger effect = lower value;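 active = inhibition past about -25% in most replicates, and total fluorescence under double the plate's negative control median, limit read from the data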;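 also: 0% = DMSO and -100% = 5 µM competing unlabeled TCR2 RNA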
# * marks the source's active call; other numbers are inactive results; · = not tested or not shown. An excerpt; count on the stated rates, not on these rows.
# Second line of a record – GLD-1 TGE inh	PAD4 FP inh	Fam108B inh	MCL1-BIM inh	PME-1 primary	TPT1 inhibitor	BCLXL inh	GSTO1 counter	MEX-5 binding
> COc1cccc(/C=N/NC(=O)C(=O)Nc2ccccc2OC(F)(F)C(F)F)c1
→ 5	-5	2	-1	0	1	0	3	0.8
> NC(=O)COC(=O)c1ccc(Cl)c(S(=O)(=O)N2CCN(c3ccc(F)cc3)CC2)c1
→ 6	1	-2	-6	4	-1	0	2	1.0
> O=C(N/N=C\c1ccc(-c2cccc(Cl)c2)o1)C(=O)NC1CCCC1
→ -2	1	-4	5	4	2	6	-6	-3.2
> Cc1[nH]nc2c1C(c1ccc(-c3ccccc3C#N)o1)C(C#N)=C(N)O2 (stereo not drawn)
→ 10	-5	13	21	0	-2	23	10	-2.2
> O=c1c2ccccc2nnn1CSc1nc2ccccc2c(=O)n1Cc1ccco1
→ 5	-1	-5	5	2	1	3	-10	3.1
> CCOCCn1c(CN2CCN(c3cccc(Cl)c3)CC2)nc2c1c(=O)n(C)c(=O)n2C
→ -9	-3	4	1	-4	0	3	7	3.2
> COc1ccc2cc3cc(C(=O)NCCC(C)C)oc3nc2c1
→ 4	-2	-1	5	-1	-4	1	-1	-1.0
> O=C(Nc1ccc(S(=O)(=O)N2CCOCC2)cc1)c1cccnc1
→ 11	8	-1	3	1	-5	-4	-4	-0.5
> COc1ccc(-c2nc(N)nc(C(F)(F)F)c2-c2cscn2)c(O)c1
→ 3	0	3	9	4	-4	7	8	0.0
> COC(=O)CCCC1=CC2=CC(=O)C(C)(OC(=O)c3cccs3)C(=O)C2=CN1C1CC1 (stereo not drawn)
→ 3	1	1	16	7	-3	16	31	-3.8
> C[C@H]1[C@H](c2ccccc2)C[C@@H](C(=O)O)C1(C)C
→ -1	0	-3	6	-6	-4	9	9	2.5
> O=C(CSc1nc2ccccc2o1)N1CCCC1
→ -5	-2	4	0	3	2	-9	9	-1.9
> Cc1cc(C)nc(NS(=O)(=O)c2ccc(NC(=O)CN3C(=O)S/C(=C\c4ccccc4)C3=O)cc2)n1
→ 4	-2	-5	11	4	5	6	-3	0.4
> CC(C)NC(=O)c1cccc(Br)c1
→ 2	3	1	3	7	-3	2	-3	2.6
> COc1cccc(OC)c1C(=O)Nc1ccc(Cc2ccncc2)cc1
→ 4	1	1	2	11	0	3	0	1.1
> O=C(CCNC(=O)c1ccc(Cl)cc1)NCc1cccc(C(F)(F)F)c1
→ 3	-7	2	-5	-5	-7	1	6	1.7
> COc1ccc(-n2c(Cc3cccn3C)nnc2SCC(=O)Nc2cccc(OC)c2)cc1
→ -1	-1	2	10	3	-1	3	2	-3.7
> CCC(Sc1nc2ccccc2c(=O)[nH]1)C(=O)Nc1ccc(C(C)=O)cc1 (stereo not drawn)
→ -5	-4	-5	9	3	-1	6	-22	-4.6
> CC(O)CNc1nc2c(c(=O)n(Cc3ccc(Br)cc3)c(=O)n2C)n1C (stereo not drawn)
→ -4	0	5	5	2	1	1	7	1.2
> C=C(C)Cn1c(CCCNC(=O)CC)nc2ccccc21
→ 0	6	0	2	-2	1	-2	1	-0.8
> Cc1[nH]c2ccccc2c1/C=N/Nc1ccccc1[N+](=O)[O-]
→ 7	1	22*	7	47*	1	10	6	-3.3
> Cc1ccc(C(=O)Nc2nc3ccccc3s2)s1
→ 3	4	-4	4	-6	-1	7	-9	-1.5
> Cc1ccccc1-c1cn(-c2ccccc2)c(=S)[nH]1
→ 10	4	2	-5	0	2	4	3	-0.9
> O=C(Nc1ccc(F)cc1)c1cccc(N2C(=O)C3C4C=CC(C4)C3C2=O)c1 (stereo not drawn)
→ 8	-3	1	-3	-2	2	5	-3	1.2
> COc1ccc(S(=O)(=O)N2CCOC23CCN(C(=O)c2ccccc2OC)CC3)cc1
→ 1	-2	2	-2	4	0	5	5	-2.1
> Cc1ccc(N2C(=O)c3ccc(C(=O)NCCN4CCOCC4)cc3C2=O)cc1
→ 5	-2	-2	4	3	0	4	-4	-0.6
> COc1cc([C@H](Cc2ccccc2)NC(C)=O)oc(=O)c1
→ 44*	-1	2	59*	-3	-15	48*	19	-30*
> CCN(CC(=O)NC(C)(C)C)C(=O)c1ccc2c(c1)S(=O)(=O)c1ccccc1C2=O
→ 6	0	5	-1	-5	-2	-4	4	-1.2
> Cc1cc(NC(=O)c2ccc([N+](=O)[O-])cc2)n(CCC#N)n1
→ 9	-1	1	6	-2	-3	1	2	1.3
> COCc1cc(C)nc(SC)c1C#N
→ -8	2	4	-2	4	-2	1	7	-0.5
> CC(C)[C@@H](CO)NC(=O)c1ccc2c3n(nc2c1)-c1ccccc1CO3
→ -2	0	3	1	0	-4	5	6	-1.6
> CC(C)(C)OC(=O)NCCCC[C@H](NC(=O)c1nc[nH]c1C(=O)N[C@@H](CCCCNC(=O)OC(C)(C)C)C(=O)OC(C)(C)C)C(=O)OC(C)(C)C
→ 7	2	-8	5	-9	0	-1	-4	1.2
> N#CC1=C(N)Oc2c(oc(CO)cc2=O)C1c1ccccc1[N+](=O)[O-] (stereo not drawn)
→ 37*	1	1	37	1	-15	38*	18	-10
> Cc1ccc(NC(=O)c2ccc3c(c2)N(CC(=O)NC(C)C)C(=O)C(C)(C)O3)cc1
→ 8	-2	0	0	-2	0	4	3	1.3
> COc1ccc(/C=N/NC(=O)c2sccc2OCc2ccc(F)cc2)cc1OC
→ 3	-5	-3	1	2	-4	0	1	-0.9
> N#C/C(=C(/O)CSc1nnc(Cc2cccs2)n1C1CCCCC1)c1nc2ccccc2[nH]1
→ -10	-7	2	-2	5	19	-2	6	2.8
> CS/C(=C/[N+](=O)[O-])Nc1cccc2c1C(C)CC2(C)C (stereo not drawn)
→ 9	-6	-4	4	-3	0	2	3	-1.4
> COc1ccc(/C=N\NC(=O)c2cc(O)c(O)c(O)c2)cc1COc1ccc(C(=O)OCC(C)C)cc1
→ 5	-12	28*	2	42*	2	4	26	-4.3
> COc1ccc(-c2nn(-c3ccccc3)cc2CNC(C)Cn2cncn2)c(F)c1 (stereo not drawn)
→ -3	2	-2	3	-7	3	2	-5	-2.9
> COCC(C)NC(=O)/C=C/c1ccc(OC)cc1 (stereo not drawn)
→ 3	5	-1	7	3	5	2	1	-1.4
> Cn1nccc1C(=O)NCCN1C(=O)OC(C)(C)C1(C)O (stereo not drawn)
→ 0	0	-1	1	0	1	2	6	2.7
> COc1ccc(C2CC(=O)c3c(C)nc(N4CCN(c5ccccc5)CC4)nc3C2)cc1 (stereo not drawn)
→ 3	-4	4	1	3	-2	3	0	0.9
> O=C(NNc1nc2ccccc2o1)c1ccccc1
→ 11	2	-1	-5	-1	-2	-13	-4	-7.8
> O=S(=O)(Nc1ccc(-n2cnnn2)cc1)c1ccccc1F
→ 2	3	·	6	-4	·	2	·	·
> CC(C)CCN1CCN(Cc2cc3ccccc3[nH]2)CC1CCO (stereo not drawn)
→ 0	-4	1	-13	-6	1	1	3	-0.1
> CCCCn1c(N)c(N(CCOC)C(=O)c2cc(-c3ccc(OC)c(OC)c3)nc3ccccc23)c(=O)[nH]c1=O
→ 6	-5	2	-22	1	2	-8	4	2.0
> COc1cc(/C=C/C(=O)O)cc(OC)c1OC
→ 9	-2	2	3	-8	1	3	1	1.1
> CCN1C(=O)[C@@H]2[C@@H](c3ccc(-c4ccc(C(C)=O)cc4)cc3)N3CCC[C@@]3(C(=O)OC)[C@@H]2C1=O
→ -2	-3	-5	9	2	-5	8	-3	0.8
> COc1ccc(NCc2nnc(SCC(=O)c3ccc(C)cc3)o2)cc1
→ 3	-3	1	5	-1	1	2	30	-1.7
> Cc1ccc2nc(SCc3nnc(-c4ccccc4Br)o3)[nH]c2c1
→ -1	1	-5	1	-2	-2	0	3	-4.6

# Next section:
# Second line of a record – GLD-1 TGE inh	PAD4 FP inh	Fam108B inh	MCL1-BIM inh	PME-1 primary	TPT1 inhibitor	BCLXL inh	GSTO1 counter	MEX-5 binding
> Cc1ccc(C)c(Cn2c(=O)n(-c3ccc(CC(=O)NCc4ccco4)cc3)c(=O)c3sccc32)c1
→ -3	1	-43	-7	-56	-2	-2	-9	0.0
> COc1cccc(NC(=O)Nc2cc(C)on2)c1
→ -6	-2	-1	-11	-6	-1	0	6	1.4
> CCC(CC)C(=O)Nc1ccc(C(=O)c2ccccc2)cc1
→ 6	2	0	1	-3	0	2	0	-1.0
> COCCN(C(=O)c1csnn1)C(C(=O)NC1CCCCC1)c1cccs1 (stereo not drawn)
→ -2	1	-4	11	5	-1	8	1	2.1
> O=C(CN1C(=O)C2CC=CCC2C1=O)NCc1cccs1 (stereo not drawn)
→ 4	0	0	-3	5	-1	-1	10	-1.8
> COc1ccc(/C=C/C(=O)Nc2ccc3nc4n(c(=O)c3c2)CCCC4)cc1OC
→ -6	3	-3	4	-4	1	5	-6	-2.0
> C=CCNC(=O)CCCOc1cc(C)ccc1C
→ 1	2	-2	1	-4	3	3	1	-0.2
> C=CCNc1oc(-c2ccc(OCC)cc2)nc1C#N
→ 5	0	-2	2	9	3	4	-6	-1.1
> CCc1ccc(NC(=O)Nc2ccc3c(c2)N(C)C(=O)CS3)cc1
→ 6	-3	7	-4	-13	0	-1	-12	0.2
> CC(=O)Nc1ccc(NS(=O)(=O)c2ccc(-c3csc(C)n3)s2)cc1
→ -2	-4	1	2	2	-3	4	-7	-1.6
> CCc1cc(=O)oc2cc(OCC(=O)NCCCn3ccnc3)c(Cl)cc12
→ -1	-2	0	6	-2	-2	7	-7	5.4
> Cc1nn(-c2ccccc2)c2c1C(c1ccccc1)C(C#N)=C(N)O2 (stereo not drawn)
→ 3	61*	4	9	3	-2	11	37*	1.0
> CCN(CC)c1nc2ccccc2n(Cc2cccc(OC)c2)c1=O
→ 9	0	-1	-9	-6	-2	-3	0	1.4
> Cc1ccc(NNC(=S)Nc2ccc(C(C)C)cc2)c(C)c1
→ 8	-8	3	3	9	1	1	-2	1.3
> C=CCN1CN(S(=O)(=O)c2ccc(OC)cc2)c2nc3ccccc3nc21
→ 29	9	9	22	15	-1	29	2	-5.2
> CCNc1nc(NCC)nc(N(CC)C(N)=S)n1
→ 7	0	2	-4	5	-2	-12	2	-0.4
> O=S(=O)(/N=C(/c1ccccc1)N1CCOCC1)c1ccc(Br)cc1
→ 8	-5	-8	-1	4	-2	6	8	-0.1
> CC(C)OCCCNc1nc(-c2ccccc2)nc2ccccc12
→ 12	1	-4	4	-5	-2	3	-1	-1.5
> O=C(O)CCC(=O)NCc1ccc(C(=O)O)cc1
→ 3	2	2	12	-4	-7	3	0	1.7
> COc1ccc(CCNc2nc(-c3ccco3)cc(C(F)(F)F)n2)cc1OC
→ 4	-7	-1	6	4	-1	1	1	3.1
> CCN(C(=O)COC(=O)c1ccc(F)c(S(=O)(=O)N2CCOCC2)c1)C1CCS(=O)(=O)C1 (stereo not drawn)
→ -1	-2	5	-12	-4	0	2	-1	0.6
> Cc1ccc(S(=O)(=O)/N=C(/c2ccc(F)cc2)N2CCCCC2)cc1
→ 2	5	-5	0	4	-1	4	1	-2.2
> COc1ccc(/C=N/Nc2cc(C)nc3ccc(Br)cc23)cc1
→ -9	-3	20*	3	35*	1	7	-7	-0.7
> COC(=O)c1cc(Br)c(=O)n(CCc2ccc(F)cc2)c1
→ 5	0	2	-6	-1	1	-1	-6	2.4
> COc1ccc(OCCSc2nc(N)cc(=O)[nH]2)cc1
→ -1	-3	0	-6	-5	-3	-1	-3	1.5
> COc1ccc2c(=O)cc(C(=O)O)oc2c1
→ -10	-8	1	6	1	0	9	3	1.9
